AGP1-GFP MLPCN – alters AGP1-GFP fluorescence in TOR pathway yeast screen; S. cerevisiae AGP1-GFP multiplex flow cytometry, 3 h; GFP as percent of DMSO wells; GFP response vs DMSO, % at 10 µM; 320,000 tested, 0.02% active; AID 2066;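 active = GFP response relative to DMSO above a set limit, near screen average plus 3 SD, cut at about 150% in these data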;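 note: median GFP channel fluorescence of the gated AGP1 strain per well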
CIT2 TOR yeast – yeast TOR pathway CIT2-GFP modulation | AID 2029 | GFP response vs DMSO, % at 10 µM | S. cerevisiae CIT2-GFP strain, flow cytometry, 3 h; 100 means same as DMSO wells | 320,000 tested, 0.065% active;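 active = GFP response relative to DMSO above a set limit, near the screen mean plus 3 SD, cut at about 150% in these data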;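 note: ratio of well median GFP fluorescence to mean of DMSO wells on the plate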
GLD-1 RNA inh – GLD-1-TGE RNA interaction inhibition (C. elegans); Q17339; purified GLD-1 + fluorescein TGE RNA, fluorescence polarization; inhibition, % at 5.96 µM; 320,000 tested, 0.44% active; AID 2280;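 active = percent inhibition above a per-plate cutoff, the plate mean of test compounds plus 3 SD, cut at about 30% in these data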;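 note: 0% = DMSO wells with GLD-1 and probe and 100% = wells lacking GLD-1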
VLA-4 inh – inhibition in a human VLA-4 binding assay | P13612 | VLA-4 expressing cells, ligand binding flow cytometry | inhibition, % (about 7 µM as worked out from the volumes in the protocol) | 330,000 tested, 0.2% active; in the data active = inhibition above about 50%
MEX-5 binding – C. elegans MEX-5 TCR-2 RNA binding activity; 300,000 tested, 0.38% active; activity score (negative = inhibition of binding), % at 10 µM; MEX-5/FITC-TCR2 RNA binding, fluorescence polarization; hits give low values; Q9XUB2;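 active = inhibition past about -25% in most replicates, and total fluorescence under double the plate's negative control median, limit read from the data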;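 note: 0% = DMSO and -100% = 5 µM competing unlabeled TCR2 RNA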
GRK2 inh – inhibitors of human GRK2 displacing RNA aptamer. 330,000 tested, 0.59% active. inhibition of aptamer binding, % at 10 µM. bead flow cytometry, FAM-aptamer displacement from GRK2. AID 488847. P25098;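 active = inhibition of aptamer binding above 40%, roughly 3 SD of noise, on plates passing a quality check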;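 note: median bead fluorescence of bound FAM aptamer so fluorescent compounds give negative values; no value below 0 was filed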
Target sequence (P25098 whole entry, looked up): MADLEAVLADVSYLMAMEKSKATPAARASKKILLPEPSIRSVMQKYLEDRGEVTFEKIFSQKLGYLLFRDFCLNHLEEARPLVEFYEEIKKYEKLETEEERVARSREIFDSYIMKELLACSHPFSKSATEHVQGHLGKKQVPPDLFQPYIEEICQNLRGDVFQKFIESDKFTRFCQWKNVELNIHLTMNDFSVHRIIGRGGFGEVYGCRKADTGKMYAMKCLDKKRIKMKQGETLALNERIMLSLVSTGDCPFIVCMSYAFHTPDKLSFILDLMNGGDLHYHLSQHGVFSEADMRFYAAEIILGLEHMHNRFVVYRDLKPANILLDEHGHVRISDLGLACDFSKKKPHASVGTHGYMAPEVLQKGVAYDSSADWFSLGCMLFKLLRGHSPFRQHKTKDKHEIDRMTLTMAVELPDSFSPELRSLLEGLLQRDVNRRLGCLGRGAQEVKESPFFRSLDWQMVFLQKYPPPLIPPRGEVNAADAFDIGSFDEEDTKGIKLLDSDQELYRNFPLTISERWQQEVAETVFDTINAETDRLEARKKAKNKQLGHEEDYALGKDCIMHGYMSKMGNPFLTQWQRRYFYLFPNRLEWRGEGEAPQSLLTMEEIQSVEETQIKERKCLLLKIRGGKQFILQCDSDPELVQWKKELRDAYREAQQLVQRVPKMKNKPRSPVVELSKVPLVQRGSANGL
Bcl-xL primary – blocks human Bcl-xL binding to Bim BH3 peptide. AID 2129. inhibition, % at 10.9 µM. Q07817. 320,000 tested, 0.7% active. GST-Bcl-xL / FITC-Bim BH3 peptide fluorescence polarization;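 active = inhibition above the mean of all tested compounds plus 3 SD, cutoff set per campaign, cut at about 30% in these data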;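 note: 0% = DMSO wells and 100% = unlabeled Bim-BH3 peptide competitor; inhibitors lower millipolarization by displacing the labeled peptide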
Target sequence (Q07817 whole entry, looked up): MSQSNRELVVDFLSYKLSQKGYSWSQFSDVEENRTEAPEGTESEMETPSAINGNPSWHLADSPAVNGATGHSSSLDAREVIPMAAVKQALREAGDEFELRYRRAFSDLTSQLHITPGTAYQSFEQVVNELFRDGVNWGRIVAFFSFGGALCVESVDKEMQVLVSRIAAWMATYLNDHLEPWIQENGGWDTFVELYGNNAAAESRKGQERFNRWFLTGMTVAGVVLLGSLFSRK
MCL1 BIM primary – disrupts human MCL1 binding to BIM-BH3 peptide; inhibition, % at 10.9 µM; GST-MCL1 / FITC-Bim-BH3 fluorescence polarization; Q07820; 320,000 tested, 0.68% active;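 active = inhibition above the mean inhibition of all tested compounds plus 3 SD, set per campaign, cut at about 40% in these data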;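 note: 0% = DMSO wells and 100% = unlabeled Bim-BH3 peptide control; higher means more loss of mP so more displacement of Bim peptide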
Fam108B inh – blocks mouse Fam108B hydrolase in RBBP9 counter-screen; recombinant Fam108B, FP-Rh probe fluorescence polarization; inhibition, % at 9.51 µM; 300,000 tested, 0.33% active;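 active = inhibition above the screen mean inhibition plus 3 SD, computed separately per campaign, cut at about 18% in these data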;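 note: inhibitors lower polarization as less probe binds the enzyme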
Active calls of the source: *; . = no result given.

SMILES | AGP1-GFP MLPCN | CIT2 TOR yeast | GLD-1 RNA inh | VLA-4 inh | MEX-5 binding | GRK2 inh | Bcl-xL primary | MCL1 BIM primary | Fam108B inh
CC(=O)NC(CC(=O)OCC(=O)c1c(N)n(CC(C)C)c(=O)n(C)c1=O)c1ccccc1 (centres undefined) | 112 | 98 | 1 | 2 | -0.4 | 2 | 7 | 3 | 2
O=C(CCC(=O)c1ccc(Cl)cc1)OCn1nnc2ccccc2c1=O | 92 | 98 | 3 | 3 | . | 1 | . | . | .
O=S(=O)(NCc1ccco1)N1CCCCCC1 | . | 95 | 1 | 9 | -0.7 | 4 | 5 | -5 | -1
COc1ccc(S(=O)(=O)Nc2ccc(N3CCOCC3)cc2)cc1Br | 98 | 91 | 6 | 5 | 0.5 | 0 | 7 | 3 | 5
CCCC(=O)Nc1ccc(Cc2ccc(NC(=O)CCC)c(C(=O)O)c2)cc1C(=O)O | 102 | 103 | 1 | 3 | -2.2 | 0 | 7 | 8 | 1
O=C(CN1C(=O)CSc2ccc(S(=O)(=O)N3CCOCC3)cc21)NCc1cccnc1 | 92 | 99 | 6 | 17 | 1.4 | 1 | 5 | 2 | -3
CN1CCC(=NNC(=O)CN(c2ccccc2)S(=O)(=O)c2ccccc2)CC1 | 103 | 104 | 3 | 0 | -2.3 | 0 | -3 | -2 | 1
CCn1nc(C)cc1C(=O)NC1CC(C)(C)Cc2c1cnn2-c1cccc(F)c1 (centres undefined) | 99 | 100 | 8 | -1 | -2.2 | 2 | 3 | 3 | 3
O=C(Nc1nncs1)c1cccc(S(=O)(=O)N2CCc3ccccc32)c1 | 94 | 86 | -7 | -1 | -1.2 | 11 | 6 | 6 | -1
Cc1[nH]c2ccccc2c1C(c1ccccn1)N1CCCC1 (centres undefined) | 104 | 103 | 2 | 0 | -0.2 | 0 | -2 | -1 | -2
O=C(O)c1ccc[nH]c1=S | 104 | 107 | 4 | -6 | -1.2 | 0 | 11 | 12 | -2
O=C(O)c1cc2ccc3cccc4ccc(c1)c2c34 | 101 | 105 | -1 | 2 | -1.0 | 2 | 7 | 2 | -4
Cc1cccc(N2CCN(CCNC(=O)c3cc4c(s3)CS(=O)(=O)C4)CC2)c1C | 104 | 100 | -4 | 28 | 1.5 | 0 | 3 | 3 | -2
O=C(COC(=O)c1ccco1)NC1CCCC1 | 89 | 93 | 2 | -7 | 2.1 | 0 | -1 | -1 | -1
Cc1ccc(N2CC(C(=O)Nc3cc(C(F)(F)F)ccc3N3CCCC3)CC2=O)cc1 (centres undefined) | 100 | 88 | -4 | -27 | 0.0 | 9 | -9 | -18 | -2
Cc1ccc2[nH]c(=O)c(CN(C)C(=O)c3ccccn3)cc2c1 | 94 | 108 | -1 | -2 | -1.5 | 0 | -1 | 10 | 3
O=C(CCNS(=O)(=O)c1cccc2nsnc12)NCc1ccco1 | 96 | 85 | 5 | 14 | 0.1 | 0 | -3 | -5 | 0
Cc1nn(C)c(Cl)c1C(=O)NCC(=O)O | 105 | 109 | 6 | 15 | 1.8 | 2 | 0 | 2 | 3
S=C(NC1CCCCC1)NC1CC2CCC(C1)N2Cc1ccccc1 (centres undefined) | 107 | 110 | 2 | 1 | -0.6 | 0 | -1 | 2 | 2
CCC(CO)Oc1cc(NCc2ccccc2Cl)c2ncn(C(C)C)c2c1 (centres undefined) | 100 | 101 | -1 | -6 | . | 0 | 3 | 6 | .
Cc1nn(-c2ccccc2)c2sc(C(=O)N3CCCCC3)cc12 | 100 | 110 | 5 | 6 | 2.7 | 2 | 5 | -2 | -5
CS(=O)(=O)N1CCC(Oc2ccccc2C(=O)N2CCCCC2CO)CC1 (centres undefined) | 95 | 101 | -4 | -19 | -0.9 | 0 | -1 | 1 | 1
Cc1ccccc1OCC(=O)Nc1nnc(S(=O)(=O)N2CCCC2)s1 | 101 | 98 | 7 | 25 | -0.1 | 2 | 8 | 7 | -3
Cc1cc(NC(c2cccnc2)c2ccc3cccnc3c2O)no1 (centres undefined) | 94 | 99 | 0 | -13 | -12 | 2 | 4 | 6 | 2
CC(C)(C)c1csc(Sc2ccc([N+](=O)[O-])cn2)n1 | 118 | 114 | 4 | 3 | 2.4 | 3 | 4 | 0 | 3

Next part (2 carried over from the part before).
SMILES | AGP1-GFP MLPCN | CIT2 TOR yeast | GLD-1 RNA inh | VLA-4 inh | MEX-5 binding | GRK2 inh | Bcl-xL primary | MCL1 BIM primary | Fam108B inh
Cc1cc(NC(c2cccnc2)c2ccc3cccnc3c2O)no1 (centres undefined) | 94 | 99 | 0 | -13 | -12 | 2 | 4 | 6 | 2
CC(C)(C)c1csc(Sc2ccc([N+](=O)[O-])cn2)n1 | 118 | 114 | 4 | 3 | 2.4 | 3 | 4 | 0 | 3
O=C(CCCCCN1C(=O)c2ccccc2C1=O)Nc1ccc2c(c1)OCCO2 | 102 | 100 | -4 | 8 | -1.6 | 0 | 5 | 9 | 2
COc1cc(NC(=O)CN2CCCCC2C)c(C)cc1[N+](=O)[O-] (centres undefined) | 103 | 107 | 6 | 14 | 2.2 | 1 | 1 | 1 | 1
CCc1nc(OCC(=O)c2ccccc2)c(C#N)c2c1COC(C)(C)C2 | 91 | 108 | -5 | -9 | -0.3 | 0 | 2 | -4 | -3
CCOc1ccccc1-n1c(SCC(=O)Nc2ccc(CC)cc2)nc2n[nH]c(C)c2c1=N | 115 | 103 | 8 | -13 | -0.2 | 0 | 1 | -7 | -28
O=C(C1CCC(CNc2c(N3CCCCC3)c(=O)c2=O)CC1)N1CCCC1 (centres undefined) | 95 | 94 | 2 | -2 | 0.8 | 0 | 4 | 4 | 2
CCCCCCCC(=O)Nc1ccc(C(=O)N/N=C/c2cccc([N+](=O)[O-])c2)cc1 | 101 | 96 | 3 | 6 | -0.4 | 0 | 5 | 3 | -9
CC(=O)OCc1c(C(F)(F)F)nn(C)c1Sc1ccccc1 | 97 | 112 | 3 | 27 | -2.4 | 1 | 5 | 1 | 0
COc1ccc(N(CC(=O)N2CCOCC2)S(C)(=O)=O)cc1 | 104 | 104 | 2 | 6 | 1.5 | 0 | 2 | 8 | 0
CCC(CC)C(=O)Nc1c2c(nn1-c1ccc(OC)cc1)CS(=O)(=O)C2 | 107 | 103 | 1 | 8 | -1.3 | 1 | -2 | -4 | -2
Cc1ccc(CSC2=Nc3sccc3C3=NC(=O)CN23)cc1 | 95 | 100 | -5 | -8 | 3.0 | 3 | 7 | 3 | -1
COc1ccccc1CNC(=O)c1ccc(S(=O)(=O)N2CCCC2)cc1 | 100 | 100 | 6 | 9 | 1.4 | 0 | -6 | -6 | 1
COc1ccc(C(=O)OCC(=O)c2cc(OC)ccc2OC)c(OC)c1 | 109 | 105 | -5 | 2 | -5.7 | 0 | 7 | 1 | -2
COc1ccc([N+](=O)[O-])cc1/C=N/NC(=O)Cc1ccccc1 | 96 | 97 | 6 | -3 | -2.4 | 2 | 3 | 5 | 1
C=C(C)COc1ccc(-c2n[nH]c(C)c2-c2ccccc2OC)c(O)c1 | 96 | 93 | 7 | 0 | -0.9 | 1 | 5 | 8 | 1
CCOC(=O)N1CCC(Nc2c(NCCN3CCN(c4cccc(Cl)c4)CC3)c(=O)c2=O)CC1 | 100 | 101 | 5 | 3 | 2.5 | 0 | 5 | 3 | 0
Cc1cc(C)cc(NC(=O)COC(=O)COc2ccc(N(C)S(=O)(=O)c3cccs3)cc2)c1 | 100 | 99 | -2 | -10 | . | 41* | . | . | .
Cc1c(NC(=O)c2c(F)cccc2F)c(=O)n(-c2ccccc2)n1C | 106 | 108 | 4 | 2 | 2.0 | 0 | 3 | -3 | 0
O=C(O)c1cc(O)ccc1NC(=O)C1CCCO1 (centres undefined) | 102 | 98 | 2 | 41 | 2.5 | 0 | -1 | -1 | 3
Cc1ccc(S(=O)(=O)N(C)C)cc1NC(=O)COC(=O)/C=C/c1cccs1 | 108 | 102 | 6 | 6 | 1.2 | 2 | -7 | -18 | 2
COc1ccccc1CN(Cc1nc2ccccc2c(=O)[nH]1)C(=O)Nc1ccc(C)cc1 | 105 | 100 | -6 | 15 | -0.7 | 2 | 1 | 1 | -1
Cc1ccc(C2=NN3C(=O)c4ccccc4C3C2)cc1 (centres undefined) | 91 | 91 | 0 | -6 | 0.6 | 0 | 6 | 5 | 0
COc1ccccc1N1CCN(S(=O)(=O)CCNC(=O)C23CC4CC(CC(C4)C2)C3)CC1 | 98 | 105 | 9 | 37 | 2.9 | 5 | 5 | 1 | -3
CS/C(=N\S(=O)(=O)c1cccs1)NC(=O)CSc1nc2ccccc2s1 | 97 | 88 | 2 | -1 | -1.0 | 2 | 17 | 27 | 11
Cc1cc(C)cc(N)c1 | 103 | 95 | 4 | 14 | . | 0 | 3 | -2 | .
CCOC(=O)c1c(C)[nH]c(C)c1C(=O)CSc1nc(N)cc(=O)[nH]1 | 99 | 91 | 8 | 4 | -1.7 | 1 | 8 | 4 | 0
COc1ccc(C2N(C(=O)C(F)(F)F)C(C)CN2S(=O)(=O)c2ccc(C)cc2)cc1 (centres undefined) | 95 | 102 | 3 | -1 | -1.5 | 0 | -2 | -6 | -2

Among those listed so far, 4 contain a nitro group on carbon.
SMILES | AGP1-GFP MLPCN | CIT2 TOR yeast | GLD-1 RNA inh | VLA-4 inh | MEX-5 binding | GRK2 inh | Bcl-xL primary | MCL1 BIM primary | Fam108B inh
CC(C)(C)c1csc(Sc2ccc([N+](=O)[O-])cn2)n1 | 118 | 114 | 4 | 3 | 2.4 | 3 | 4 | 0 | 3
COc1cc(NC(=O)CN2CCCCC2C)c(C)cc1[N+](=O)[O-] (centres undefined) | 103 | 107 | 6 | 14 | 2.2 | 1 | 1 | 1 | 1
CCCCCCCC(=O)Nc1ccc(C(=O)N/N=C/c2cccc([N+](=O)[O-])c2)cc1 | 101 | 96 | 3 | 6 | -0.4 | 0 | 5 | 3 | -9
COc1ccc([N+](=O)[O-])cc1/C=N/NC(=O)Cc1ccccc1 | 96 | 97 | 6 | -3 | -2.4 | 2 | 3 | 5 | 1
